CCT chaperon mod – High-Throughput Screening for Modulators of Cytosolic Chaperonin Activity; activity change, % (concentration not given with the values), hits read low; 360,000 compounds, 0.3% hits; AID 651819, 2012; purified chaperonin ATPase assay, HTRF ADP detection, 30 min; in the data active means activity change below about -30%; further: on the % scale 0 is the no-effect control and ±100 the full control effect
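TRiC at 40 or 20 nM final (batch-dependent) in 30 mM Tris pH 7.4, 100 mM KCl, 5 mM MgCl2, 1 mM DTT, with compound at single 76 uM and 10 uM ATP, 30 min at 37 deg C. ADP detected by HTRF Transcreener, 665/615 ratio.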
pAkt inh – HTS Assay for Inhibitors of Akt Phophorylation: Primary Screen. Neuro2A IGF-stimulated pAkt S473 HTRF, 20 min; hits give low values. activity change, % for hits at 50 µM. 360,000 compounds, 0.32% hits. AID 651550, 2012; in the data active means activity change below about -80%; inconclusive means mostly about -51% to -80%; further: on the % scale 0 is the no-effect control and ±100 the full control effect
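Single-point screen (50 µM final compound) in Neuro2A cells stimulated 20 min with 6 nM IGF at 37 deg C. After lysis, Ser473-phosphorylated Akt read by HTRF (ex 330 nm, em 615/665 nm) as the 665/615 ratio.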
A549 tox – Nrf2 qHTS screen for inhibitors: counterscreen for cytotoxicity | A549 ARE-Fluc cells, CellTiter-Fluor viability, 18-24 h | 390,000 compounds, 0.16% hits | Potency, µM (doses to about 46 µM), without a hit: at the top dose activity change, negative = cytotoxicity, most hits filed as inhibitors | AID 504648, 2011; further: potency means the concentration at half of the fitted maximal effect; on the % scale 0 is the no-effect control and ±100 the full control effect
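A549 ARE_Fluc cells in 5% FBS OPTI-MEM were exposed to compounds in concentration-response for 18-24 h at 37 deg C. Viability was read by CellTiter-Fluor fluorescence (Ex 405/Em 525) after 30 min, before the luciferase read.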
Nrf2 activator – qHTS of Nrf2 Activators; AREc32 ARE-luciferase reporter (MCF7-derived line), luminescence, 24 h; 410,000 compounds, 0.31% hits; Potency, µM (highest dose often 46.1 µM), inactives show at the top dose activation, actives largely listed as activators; further: potency means the concentration at half of the fitted maximal effect; % of control where 0% means no effect; nearly all actives have a fitted effect of over 65% in size
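Quantitative high-throughput format: AREc32 reporter cells, 1000 per well, received compound by pin transfer and were incubated 24 hr at 37 deg C, 5% CO2, before Steady-Glo luminescence detection.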
HepG2 viability – qHTS for Inhibitors of TGF-b: Cytotox Counterscreen. HepG2 CAGA-GFP viability, ATP luminescence, 18 h. Potency, µM (series often up to 46.1 µM), for inactives: at the top dose activity change, negative = cytotoxicity, usual class: cytotoxic. 410,000 compounds, 0.76% hits; further: potency means the concentration at half of the fitted maximal effect; some results filed as inactive show a strong effect at the top dose
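HepG2 CAGA-GFP cells (1000/well, DMEM with 1% FBS) received compound, then TGF-beta at 500 pg/mL final, and were incubated 18 hours at 37 degrees C. Viability was read by CellTiter-Glo luminescence. Media-only wells were set as complete cell-killing and DMSO as no toxicity.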
Mm-Cpn inhibitor – Inhibitors of TCP-1 ring complex (TRiC) of Methanococcus maripaludis (MmCpn): qHTS | Chaperonin Mm-Cpn (Methanococcus maripaludis) | purified Mm-Cpn ATPase, ADP Transcreener TR-FRET | Potency, µM (top dose mostly 76.9 µM), inactives show at the highest dose activity, negative = inhibition, hits mostly inhibitors | AID 504842, 2011 | 330,000 compounds, 0.031% hits; further: potency means the concentration at half of the fitted maximal effect; on the % scale 0 is the no-effect control and ±100 the full control effect; nearly all actives have a fitted effect of over 80% in size
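25 nM Mm-CPN + cpd, 10 min 37°C; + 10 uM ATP, 30 min 37°C; buffer 30 mM Tris pH 7.4, 100 mM KCl, 5 mM MgCl2, 1 mM DTT; Transcreener ADP HTRF detection 30 min RT.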
TGFb inhibitor – qHTS for Inhibitors of TGF-b. HepG2 CAGA-GFP TGF-b/SMAD3 reporter, GFP fluorescence, 18 h; TGF-beta stimulated, 500 pg/mL final. Potency, µM (titrated, usually from 46.1 µM), for inactives: top-dose activity, negative = inhibition, hits mostly inhibitors. 410,000 compounds, 1.2% hits; further: potency means the concentration at half of the fitted maximal effect; on the % scale 0 is the no-effect control and ±100 the full control effect; nearly all actives have a fitted effect of over 65% in size
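TGF-beta reporter screen: HEPG2 CAGA-GFP, 1% FBS, 500 pg/mL TGF-beta final, 18 h; per-cell GFP summed per well; curves fitted and categorized by class.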
ATXN viability – Viability Counterscreen for Primary qHTS for Inhibitors of ATXN expression. S2 cells (HEK-293 line with an ATXN2-luciferase reporter) viability, CellTiter-Fluor protease fluorescence, 24 h. Potency, µM (doses to about 56.7 µM), actives largely listed as cytotoxic. 400,000 compounds, 0.49% hits; further: potency means the concentration at half of the fitted maximal effect; nearly all actives have a fitted effect of over 40% in size
Nrf2 block – Nrf2 qHTS screen for inhibitors. A549 ARE-Fluc reporter, luciferase luminescence, 18-24 h. Potency, µM (top dose mostly 46 µM), for inactives: at the highest dose activity change, negative = inhibition, most hits filed as inhibitors. 360,000 compounds, 2.1% hits; further: potency means the concentration at half of the fitted maximal effect; on the % scale 0 is the no-effect control and ±100 the full control effect; nearly all actives have a fitted effect of over 60% in size
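Nrf2 function is reported as luminescence of an ARE-controlled luciferase in A549 cells. Compounds were tested at several concentrations, and a CellTiter-Fluor read on the same wells flagged cytotoxicity.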
An asterisk follows results filed as active; i = inactive; ? = inconclusive; · = no result given. Unless noted, the call rests on the fitted dose curve; in most records, active means well fitted curve in the direction sought with a large enough effect; inconclusive means small, poorly fitted or top-dose-only effect, or another doubt; inactive means no such curve, though single readings can be large; an effect the other way counts as inactive or inconclusive. These rows are one share of the data. The share of hits here may be higher or lower than overall.

cpd	mol	CCT chaperon mod	pAkt inh	A549 tox	Nrf2 activator	HepG2 viability
1	CC1CN(c2ccccn2)C(C)CN1C(=O)C(O)(c1ccccc1)c1ccccc1 (configuration not stated)	-2.4	i	1%	0.5%	11%
2	O=P(N1CC1)(N1CC1)N1CCc2ccccc21	-0.9	i	-2%	-0.4%	-5%
3	N#CC1=C(N)Oc2n[nH]c(-c3ccccc3)c2C1c1cccc(OC(=O)N2CCOCC2)c1 (configuration not stated)	-2.7	i	0%	5.7%	-9%
4	COC(=O)C1=C(c2cc3ccccc3o2)C[C@@H]2CC[C@H]1N2C(=O)NCc1ccc(C(F)(F)F)cc1	-0.3	i	?	-0.9%	-21%
5	O=C1NCN(c2ccccc2)C12CCN(C(c1ccccc1)c1nnnn1Cc1ccccc1)CC2 (configuration not stated)	-0.7	i	·	0.4%	4%
6	O=C1NC(=O)C(=Cc2ccc(N3CCOCC3)o2)C(=O)N1	-1.7	i	-12%	1.0%	-7%
7	CCCNC1=C(C)C(=O)C2=C(C1=O)C(COC(N)=O)[C@]1(OC)C3NC3CN21 (some centres not stated)	2.2	i	-23%	1.7%	-10%
8	COC1=CC(=O)OC(CCc2ccc3c(c2)OCO3)C1 (configuration not stated)	-32*	i	4%	14%	-4%
9	COC(=O)C1=C(c2ccccc2OCc2ccccc2)C[C@@H]2CC[C@H]1N2C(=O)NCc1cccc(F)c1	-1.4	i	-17%	-1.3%	31%
10	CCOC(=O)[C@]12Cc3c(cc(OC)c(OC)c3OC)[C@H]1N(C(C)C)C(=O)c1cc(OC)ccc12	-2.3	i	·	-2.7%	·
11	Cc1ccc2[nH]c3c(c2c1)CN(C(=O)CN1C[C@H]2C[C@@H](C1)c1cccc(=O)n1C2)CC3	2.1	i	2%	2.6%	0%
12	CCCCn1c(O)c(C(C)=NC(C)c2ccccc2)c(=O)[nH]c1=O (configuration not stated)	1.8	·	6%	6.0%	0%
13	O=C1NC2C(O)C(O)C(O)C(O)C2c2cc3c(c(O)c21)OCO3 (configuration not stated)	0.8	i	1.2µM*	-2.3%	4%
14	O=[N+]([O-])c1ccc(N2CCCCC2)c2ncccc12	-3.4	i	1%	6.1%	-45%
15	COC(=O)C(O)(c1ccc(NC(=S)NC(=O)c2ccc(Cl)cc2Cl)cc1)C(F)(F)F (configuration not stated)	-0.1	i	-3%	4.1%	-49%

cpd	Mm-Cpn inhibitor	TGFb inhibitor	ATXN viability	Nrf2 block
1	·	-2%	i	1%
2	·	-6%	i	0%
3	0%	0%	i	?
4	·	3%	i	?
5	·	11µM*	?	·
6	1%	15%	i	-1%
7	-5%	-28%	·	?
8	·	0%	i	?
9	-1%	?	?	?
10	·	·	14µM*	·
11	-2%	5%	i	-1%
12	-1%	-28%	i	?
13	·	0.13µM*	?	0.92µM*
14	-1%	14%	i	-8%
15	2%	?	i	?

Shown with values under each structure: entries from further up.
Values run as follows: CCT chaperon mod	pAkt inh	A549 tox	Nrf2 activator	HepG2 viability	Mm-Cpn inhibitor	TGFb inhibitor	ATXN viability	Nrf2 block
12	CCCCn1c(O)c(C(C)=NC(C)c2ccccc2)c(=O)[nH]c1=O (configuration not stated)
    1.8	·	6%	6.0%	0%	-1%	-28%	i	?
13	O=C1NC2C(O)C(O)C(O)C(O)C2c2cc3c(c(O)c21)OCO3 (configuration not stated)
    0.8	i	1.2µM*	-2.3%	4%	·	0.13µM*	?	0.92µM*

Next section.
cpd	mol	CCT chaperon mod	pAkt inh	A549 tox	Nrf2 activator	HepG2 viability
16	C[C@@H]1CN([C@H](C)CO)C(=O)CCCn2nncc2CO[C@H]1CN(C)C(=O)Oc1ccc2ccccc2c1	-0.5	i	·	0.7%	-4%
17	Cn1c(O)c(/C=C2\C=c3ccccc3=NC2=O)c(=O)n(C)c1=O	0.6	i	-1%	2.8%	9%
18	O=c1[nH]c(=S)n(C2CC2)c(O)c1C=NCc1cccnc1	-1.0	i	2%	-0.6%	-16%
19	Cc1cc(C)nc(NC2=NCCS2)n1	1.9	i	-5%	-0.4%	9%
20	C#CCN1C(=O)S/C(=C\c2ccc(N3CCOCC3)cc2C)C1=O	-0.9	i	-4%	1.8%	-2%
21	CCN1CC2C3CCC(C)(O3)C2C1 (configuration not stated)	-1.0	i	2%	-0.6%	4%
22	COC(=O)C(O)(c1ccc(N(C)C)cc1)C(F)(F)F (configuration not stated)	-2.5	i	15%	6.2%	8%
23	COc1ccccc1N1C(=O)NC(=O)/C(=C/c2ccc3c(c2)Cc2ccccc2-3)C1=O	-5.5	i	11%	-0.1%	-17%
24	O=[N+]([O-])c1cc(F)c(N2CCCCC2)cc1Br	0.8	i	1%	2.4%	-8%
25	COCCNC(=O)c1c(N)n(Cc2ccco2)c2nc3ccccc3nc12	0.8	i	30%	4.5%	1%
26	CC(C)[C@]1(O)[C@@H](OC(=O)c2ccc[nH]2)[C@@]2(O)[C@@]3(C)C[C@]4(O)O[C@@]5([C@H](O)[C@@H](C)CC[C@]35O)[C@@]2(O)C41C	·	·	-1%	·	-15%
27	O=C1c2ccccc2S(=O)(=O)c2cc(C(=O)N3CCN(c4c(Cl)cncc4Cl)CC3)ccc21	1.1	i	-2%	-0.6%	1%
28	Cc1ccc(-c2nc(CN3C(=O)CN=C(c4ccccc4Cl)c4cc(Cl)ccc43)c(C)o2)cc1	·	·	-7%	0.3%	-44%
29	Cc1ccc(-n2nc3c(=O)n(CC(=O)Nc4ccccc4F)nc(C)c3c2C)c(C)c1	·	·	-1%	5.1%	-9%
30	Cn1c(O)c(/C=C2/C=CC=N2)c(=O)[nH]c1=O	-3.5	i	-19%	2.9%	-5%

cpd	Mm-Cpn inhibitor	TGFb inhibitor	ATXN viability	Nrf2 block
16	·	4%	?	·
17	-15%	2%	i	-4%
18	1%	4%	i	?
19	-1%	?	i	-10%
20	0%	?	·	6%
21	2%	2%	i	-3%
22	0%	0%	i	4%
23	-6%	-2%	i	?
24	2%	-15%	i	1%
25	-5%	-6%	·	-3%
26	·	-3%	·	15%
27	·	-12%	i	?
28	·	?	?	?
29	·	·	·	?
30	1%	2%	i	5%

Next part:
cpd	mol	CCT chaperon mod	pAkt inh	A549 tox	Nrf2 activator	HepG2 viability
31	C#CCOC(=O)C1=CCCN(C)C1	0.0	i	-19%	7.9%	-20%
32	C[C@]12C=CC(=O)C=C1CC[C@@H]1C2CC[C@]2(C)OC(=O)CCC12 (some centres not stated)	-0.5	i	3%	-1.1%	0%
33	Cc1ccc2c(c1)c(C1=c3ccccc3=NC1=O)c(O)n2C	-0.8	i	4%	11µM*	-16%
34	Cc1ccc(Cn2cccc(C(=O)Nc3ccc4c(c3)OCCO4)c2=O)cc1	·	·	-20%	11%	-21%
35	CCC[N+]12CCC(CC1)C(C(O)(c1ccccc1)c1ccccc1)C2 (configuration not stated)	2.2	i	2%	-0.6%	-31%
36	ClC1=CCC2CN(CCN3CCCCC3)CC2C1 (configuration not stated)	-0.4	i	-1%	0.0%	-16%
37	COC(=O)C1=C(c2cccc(OC)c2OC)C[C@@H]2CC[C@H]1N2C(=O)NCCCOC(C)C	-2.0	i	1%	0.6%	10%
38	COc1ccc(C2SCC(=O)Nc3c2c(C)nn3C2CCOC(C)(C)C2)cc1OC (configuration not stated)	-3.4	i	0%	0.0%	10%
39	COc1cc2c(c(OC)c1OC)-c1ccc(O)c(=O)cc1C(NC(C)=O)CC2 (configuration not stated)	-0.9	i	?	0.3%	-2%
40	Cn1c(O)c(/C=N/c2ncccn2)c(=O)n(C)c1=O	0.8	i	-1%	-0.6%	13%
41	CC(C)c1nn2c(=O)cc(COC(=O)Cc3ccccc3)nc2s1	·	·	3%	-0.7%	8%
42	CCCCn1c(O)c(C=NC2CC3CCC2(C)C3(C)C)c(=O)[nH]c1=O (configuration not stated)	0.0	i	-8%	-1.0%	-13%
43	Oc1cc2c(cc1CN1CCN(c3ccc(F)cc3)CC1)OCO2	-1.0	i	-4%	4.8%	-24%
44	COc1ccc(CCNC2CCCCCC2)cc1	2.1	i	11%	0.2%	0%
45	CCOc1ccc(CCNC(=O)c2ccc(CS(=O)(=O)c3ccccc3C)o2)cc1OCC	·	·	-5%	3.9%	-19%
46	N#CC(C#N)=C(C#N)c1ccc(Nc2ccccc2)cc1	0.8	i	-1%	-0.5%	-3%

cpd	Mm-Cpn inhibitor	TGFb inhibitor	ATXN viability	Nrf2 block
31	0%	?	i	?
32	-5%	-10%	i	13%
33	0%	-18%	?	?
34	·	?	i	·
35	0%	0%	i	4%
36	1%	8%	?	-4%
37	·	7%	i	6%
38	2%	-22%	i	15%
39	-1%	?	?	?
40	0%	-4%	i	2%
41	·	1%	?	19%
42	0%	-6%	i	-5%
43	1%	-1%	i	-15%
44	0%	0%	i	17%
45	·	-26%	i	?
46	-1%	2%	i	-23%
